# Screens deposited in PubChem BioAssay by several laboratories.
# TR-FRET SRC-2 ct: flags TR-FRET format artefacts in PPARgamma SRC-2 recruitment agonist screen; TR-FRET artefact counter-screen; stronger effect = higher value; 200,000 compounds, 0.4% hits; AID 1049; TR-FRET ratio at 8 µM; in the data active = TR-FRET ratio above about 2000; also: inactives centre near 1500
# bIAP inhibitor: intestinal alkaline phosphatase (bovine) inhibition | purified bovine IAP, CDP-star luminescence, 30 min | 190,000 tested, under 10 active | inhibition, % at 20 µM;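 active = over 50% inhibition of intestinal alkaline phosphatase at 20 µM in the single-dose screen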
#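 Assay system – bovine IAP enzyme · Quantity – bovine IAP at 1/65,000,000 final dilution · Detection – CDP-star luminescence signal · Times – 30 min reaction at room temperature · Also added – CDP-star substrate at 30 µM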
# ROMK mod: modulates human ROMK potassium channel activity. P48048. Tet-inducible ROMK, thallium flux fluorescence; actives lie on both sides. B-score at 10 µM. 130,000 compounds, 2% hits. AID 1918;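 active = signal ratio slope over the read window, or its plate-corrected B-score, at least 3 SD from the plate mean, either direction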;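 also: B-score of the F/F0 ratio slope over 7 to 12 s after thallium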
# Target sequence (P48048 whole entry, looked up): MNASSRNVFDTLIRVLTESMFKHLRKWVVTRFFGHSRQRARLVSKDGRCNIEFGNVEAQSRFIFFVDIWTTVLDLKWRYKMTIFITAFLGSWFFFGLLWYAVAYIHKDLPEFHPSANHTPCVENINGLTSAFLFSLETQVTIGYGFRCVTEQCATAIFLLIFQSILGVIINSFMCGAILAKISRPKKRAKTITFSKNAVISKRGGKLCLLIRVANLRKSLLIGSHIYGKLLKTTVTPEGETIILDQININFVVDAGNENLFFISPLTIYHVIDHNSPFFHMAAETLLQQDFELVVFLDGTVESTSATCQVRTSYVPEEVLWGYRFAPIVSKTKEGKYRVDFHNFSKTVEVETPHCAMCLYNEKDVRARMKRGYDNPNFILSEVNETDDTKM
# bIAP activator: intestinal alkaline phosphatase (bovine) activation | purified bovine IAP, CDP-star luminescence, 30 min; stronger effect = higher value; fold of DMSO-control signal, blank-subtracted | AID 1016 | 200,000 compounds, 0.17% hits | activation factor at 20 µM;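 active = activation factor of 2 or more at 20 µM, a signal rise over negative controls twice the positive control's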
# PPARg SRC1 recr: PPARgamma-driven SRC-1 recruitment agonism; P37231; activation, % at 8 µM; AID 631; 200,000 compounds, 0.41% hits; PPARgamma-SRC-1 coactivator recruitment biochemical assay; in the data active = activation above about 19%;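 also: 0% = DMSO and 100% = reference agonist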
# Target sequence (P37231 whole entry, looked up): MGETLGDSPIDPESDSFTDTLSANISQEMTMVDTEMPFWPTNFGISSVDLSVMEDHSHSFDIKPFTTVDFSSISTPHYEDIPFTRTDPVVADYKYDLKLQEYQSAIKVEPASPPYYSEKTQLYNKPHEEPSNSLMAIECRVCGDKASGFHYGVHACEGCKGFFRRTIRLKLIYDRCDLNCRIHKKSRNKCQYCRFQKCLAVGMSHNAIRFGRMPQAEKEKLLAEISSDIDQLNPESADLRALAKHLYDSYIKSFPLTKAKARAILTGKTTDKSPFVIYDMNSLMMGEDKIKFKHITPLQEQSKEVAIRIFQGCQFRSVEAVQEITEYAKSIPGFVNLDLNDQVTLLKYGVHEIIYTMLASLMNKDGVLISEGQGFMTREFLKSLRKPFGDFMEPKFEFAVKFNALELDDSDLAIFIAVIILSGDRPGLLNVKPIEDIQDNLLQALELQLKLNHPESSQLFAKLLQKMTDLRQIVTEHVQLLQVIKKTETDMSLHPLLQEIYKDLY
# STAT3 blocker: STAT3 signaling inhibition | U3A cells, IL-6 STAT3-luciferase reporter, luminescence; host cell line lacks STAT1 | inhibition, % at 5.5 µM | 190,000 compounds, 0.89% hits | AID 862;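 active = inhibition above the mean inhibition across all screened compounds plus 3 SD, cut at about 44% in these data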;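 also: 0% = DMSO only wells and 100% = 100 µM nifuroxazide control wells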
# PPARg SRC2 recr: PPARgamma-driven SRC-2 recruitment agonism | PPARgamma LBD-SRC-2 recruitment, biochemical | activation, % at 8 µM | 200,000 compounds, 0.34% hits; in the data active = activation above about 22%;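 also: 0% = vehicle and 100% = reference agonist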
# STAT3 activator: activators of IL-6 induced STAT3 signaling. U3A cells, IL-6 STAT3-luciferase reporter, luminescence; 100% = signal with IL-6 EC80 alone. activation (% of control), % at 5.6 µM. 190,000 compounds, 0.91% hits;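 active = activation above the screen-wide mean of compound activation plus 3 SD, cut at about 130% in these data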;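 also: 0% = background luminescence of wells with medium and substrate only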
#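 Material: STAT3-luciferase reporter U3A cells. Controls: IL-6-treated wells, 100% activation. Read-out: % activation versus median of IL-6-stimulated wells. Probe or stimulus: IL-6 stimulus at 33 ng/mL final. Timing: compound 1 h, then IL-6 6 h at 37 °C. Signal: reporter luminescence signal.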
# STAT1 blocker: STAT1 signaling inhibition | NIH 3T3 STAT1-luciferase reporter, IFN-gamma, luminescence | inhibition, % at 5.5 µM | 200,000 compounds, 0.35% hits | AID 920;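 active = inhibition above a set limit, the mean inhibition across all tested compounds plus 3 SD, cut at about 34% in these data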;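 also: 0% = IFN-gamma with DMSO and 100% = IFN-gamma with 300 µM nifuroxazide; values of inactives mirror those of a sister screen read the other way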
# TNAP act hi DEA: TNAP (human) activation, high acceptor; purified TNAP, CDP-star luminescence, 1 M DEA, 30 min; stronger effect = higher value; 0 = EDTA background, 1 = DMSO-only activity; 200,000 tested, under 10 active; P05186; activation factor at 20 µM;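 active = activation factor at least 2 at 20 µM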
#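 Test system – human TNAP · Doses – 20 µM single point · Incubation – 30 min, room temperature · Signal – luminescent substrate turnover signal · Read-out basis – activation factor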
# PPARg SRC3 recr: promotes SRC-3 coactivator recruitment by human PPARgamma; 200,000 compounds, 0.26% hits; biochemical PPARgamma/SRC-3 coactivator recruitment assay; activation, % at 8 µM; in the data active = activation above about 23%;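 also: 0% = DMSO and 100% = reference agonist; some compounds past the cut are filed as inactive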
# * hit, by the source's call; x = no result given. Outcome played no part in choosing rows; any-hit rate near 3.7%.
# Start of the listing, in advance, three compounds:
no.	Compound	STAT1 blocker	bIAP inhibitor	PPARg SRC3 recr	PPARg SRC1 recr	ROMK mod	TR-FRET SRC-2 ct	PPARg SRC2 recr	STAT3 activator	STAT3 blocker	bIAP activator	TNAP act hi DEA
1	COc1ccc2c(CC(=O)Nc3nc(C)cs3)coc2c1	-7	13	2	7	0.36	1614	5	99	3	0.9	1
2	C[N+]1(CCC(=O)c2ccccc2)CCCCC1	4	13	-2	-1	0.032	1568	-5	105	-2	0.9	1
3	O=C(NCC1CCCO1)C(c1ccncc1)N(Cc1cccs1)C(=O)Cn1nnc(-c2ccc(F)cc2)n1 (stereo unspecified)	-5	-20	0	1	0.76	1680	-2	106	-6	1.2	1

# The list itself, from the first entry:
no.	Compound	STAT1 blocker	bIAP inhibitor	PPARg SRC3 recr	PPARg SRC1 recr	ROMK mod	TR-FRET SRC-2 ct	PPARg SRC2 recr	STAT3 activator	STAT3 blocker	bIAP activator	TNAP act hi DEA
1	COc1ccc2c(CC(=O)Nc3nc(C)cs3)coc2c1	-7	13	2	7	0.36	1614	5	99	3	0.9	1
2	C[N+]1(CCC(=O)c2ccccc2)CCCCC1	4	13	-2	-1	0.032	1568	-5	105	-2	0.9	1
3	O=C(NCC1CCCO1)C(c1ccncc1)N(Cc1cccs1)C(=O)Cn1nnc(-c2ccc(F)cc2)n1 (stereo unspecified)	-5	-20	0	1	0.76	1680	-2	106	-6	1.2	1
4	COc1ccc(S(=O)(=O)N2Cc3ccccc3CC2C(=O)Nc2ccc3c(c2)OCO3)cc1 (stereo unspecified)	-7	-8	10	2	-2.6	1476	3	110	-8	1.1	1
5	CN1CCN(C(=O)c2cn(-c3ccccc3)nc2-c2cccs2)CC1	-4	-1	8	13	-1.8	1586	2	93	11	1	1
6	O=C(O)CCN=C1CCc2ccccc2N1	3	12	-4	2	-0.082	1559	3	104	3	0.9	1
7	CC(NC(=O)c1ccc(N(C)C)cc1)C(c1cccs1)N1CCN(C)CC1 (stereo unspecified)	0	-29	0	2	-0.11	1554	8	107	-6	1.3	1
8	COc1cc(C#N)ccc1OCC(=O)c1ccc2c(c1)OCCO2	0	2	-3	-1	-0.78	1447	-3	101	8	1	1.1
9	CC(C)c1nnc(SCC(=O)NCCC2=CCCCC2)n1N	-2	-1	1	7	x	1549	4	97	11	1	1.1
10	FC(F)(F)c1nnc2ccc(-n3ccnc3)nn12	-7	-1	1	8	x	1538	-7	97	12	1	1
11	CC(C)CCN1CCN(Cc2nc3ccccc3s2)CC1CCO (stereo unspecified)	-6	1	-3	-3	-0.62	1431	3	96	7	1	1
12	CCCC(CCC)C(=O)NCCN1CCOCC1	-3	3	6	-9	x	1400	-3	102	1	1	1
13	O=C(NCc1ccccc1Cl)C1CCN(S(=O)(=O)N2CCCCCC2)CC1	3	7	-2	7	-0.37	1547	-2	87	18	0.9	1.1
14	CCCn1c(C)cc(C(=O)COc2ccc(C)nc2[N+](=O)[O-])c1C	-1	13	-2	3	x	1628	12	86	12	0.9	1
15	CCc1cccc(N(CC(=O)NCc2ccc(F)cc2)C(=O)c2csnn2)c1	-1	3	4	2	-1.6	1427	5	100	2	1	1

# 3 records picked at random from those above, as already listed:
no.	Compound	STAT1 blocker	bIAP inhibitor	PPARg SRC3 recr	PPARg SRC1 recr	ROMK mod	TR-FRET SRC-2 ct	PPARg SRC2 recr	STAT3 activator	STAT3 blocker	bIAP activator	TNAP act hi DEA
15	CCc1cccc(N(CC(=O)NCc2ccc(F)cc2)C(=O)c2csnn2)c1	-1	3	4	2	-1.6	1427	5	100	2	1	1
7	CC(NC(=O)c1ccc(N(C)C)cc1)C(c1cccs1)N1CCN(C)CC1 (stereo unspecified)	0	-29	0	2	-0.11	1554	8	107	-6	1.3	1
6	O=C(O)CCN=C1CCc2ccccc2N1	3	12	-4	2	-0.082	1559	3	104	3	0.9	1

# Following part.
no.	Compound	STAT1 blocker	bIAP inhibitor	PPARg SRC3 recr	PPARg SRC1 recr	ROMK mod	TR-FRET SRC-2 ct	PPARg SRC2 recr	STAT3 activator	STAT3 blocker	bIAP activator	TNAP act hi DEA
16	COc1ccc(C(C)=O)cc1CSc1nnc(Nc2ccccc2C)s1	11	8	-3	-8	0.00069	1413	1	94	11	0.9	1
17	COc1ccc(N2CCN(CC(O)COC(C)(C)C)CC2)cc1 (stereo unspecified)	-1	3	2	-4	-0.033	1614	4	101	1	1	1.1
18	O=C1c2cccc([N+](=O)[O-])c2C(=O)N1c1cccnc1	3	-6	3	4	1.3	1755	10	97	6	1.1	1
19	COc1ccccc1/C=N/NC(=O)COCC(=O)N/N=C/c1ccccc1OC	-3	-10	9	11	-1	1820	3	95	16	1.1	1
20	COc1ccc(S(=O)(=O)N2CCN(C(=O)NC3CCCCC3)CC2)cc1	-2	-1	1	1	-0.27	1614	5	94	12	1	1
21	CC1(C)N=C(N)N=C(N)N1c1ccc(C(=O)O)cc1	-4	1	2	0	0.21	1565	7	92	15	1	1.1
22	CCOCC(=O)Nc1ccc(C(=O)Nc2ccccc2Cl)cc1	-9	-4	-3	2	0.078	1546	-3	96	10	1	1.1
23	CCCOc1ccc(/C=N/NC(=O)C2CCCN2S(=O)(=O)c2ccc(Cl)cc2)cc1 (stereo unspecified)	-2	4	0	3	0.25	1619	4	92	10	1	1
24	CCOC(=O)c1sc(NC(=O)CC)nc1C	-9	6	0	-3	-0.87	1773	1	91	16	0.9	1
25	CCOC(=O)c1c(C)n(C)c2ccc(OC)c([N+](=O)[O-])c12	-13	10	5	-6	0.54	1475	0	94	12	0.9	1
26	COc1cc(/C=C(\C#N)C(=O)N2CCOCC2)ccc1OCc1ccccc1	-12	3	1	-1	0.015	1796	-10	84	25	1	1
27	COc1ccc(N(CC(=O)N2CCc3ccccc3C2)S(C)(=O)=O)cc1OC	2	13	6	5	0.79	1593	0	92	15	0.9	1.1
28	O=C(N/N=C\c1cccc(Cl)c1)c1n[nH]c2c1CCCC2	-79	-11	5	0	0.9	1723	6	95	9	1.1	1
29	Cn1c(=O)c2c(nc(N3CCc4ccccc4C3)n2C)n(C)c1=O	-1	-3	-2	-4	-0.33	1385	1	117	-19	1	1
30	O=C(OCCCN1C(=O)c2ccccc2C1=O)c1ccco1	3	11	-2	-3	x	1593	2	94	12	0.9	1

# A few values from the results shown.
# PPARg SRC2 recr, no. 19 = 3
# bIAP inhibitor, no. 9 = -1
# STAT3 activator, no. 4 = 110
# STAT1 blocker, no. 12 = -3

# Profiles, quoted from the list.
# `COc1ccc(N2CCN(CC(O)COC(C)(C)C)CC2)cc1` (stereo unspecified) is listed with STAT1 blocker = -1; bIAP inhibitor = 3; PPARg SRC3 recr = 2; PPARg SRC1 recr = -4; ROMK mod = -0.033; TR-FRET SRC-2 ct = 1614; PPARg SRC2 recr = 4; STAT3 activator = 101; STAT3 blocker = 1; bIAP activator = 1; TNAP act hi DEA = 1.1
# `O=C(OCCCN1C(=O)c2ccccc2C1=O)c1ccco1` is listed with STAT1 blocker = 3; bIAP inhibitor = 11; PPARg SRC3 recr = -2; PPARg SRC1 recr = -3; ROMK mod = x; TR-FRET SRC-2 ct = 1593; PPARg SRC2 recr = 2; STAT3 activator = 94; STAT3 blocker = 12; bIAP activator = 0.9; TNAP act hi DEA = 1
# `COc1ccc(C(C)=O)cc1CSc1nnc(Nc2ccccc2C)s1` is listed with STAT1 blocker = 11; bIAP inhibitor = 8; PPARg SRC3 recr = -3; PPARg SRC1 recr = -8; ROMK mod = 0.00069; TR-FRET SRC-2 ct = 1413; PPARg SRC2 recr = 1; STAT3 activator = 94; STAT3 blocker = 11; bIAP activator = 0.9; TNAP act hi DEA = 1

# (list continues)
no.	Compound	STAT1 blocker	bIAP inhibitor	PPARg SRC3 recr	PPARg SRC1 recr	ROMK mod	TR-FRET SRC-2 ct	PPARg SRC2 recr	STAT3 activator	STAT3 blocker	bIAP activator	TNAP act hi DEA
31	Cc1cccc(C(C)C)c1NC(=O)C1CN(S(=O)(=O)c2ccccc2)CCN1S(=O)(=O)c1ccccc1 (stereo unspecified)	-7	11	-1	-7	x	1745	0	105	-6	0.9	1
32	COc1ccc(NC(=S)N2CCN(Cc3ccco3)CC2)c(OC)c1	-8	10	1	-4	x	1374	3	106	-9	0.9	1
33	CC(=O)c1c(C)[nH]c(C(=O)CSc2nnc(-c3ccco3)n2Cc2ccccc2)c1C	8	-4	-7	-1	x	1471	0	89	19	1	1.1
34	COC(=O)C(C#N)c1nc2ccccc2nc1N1CCCC1 (stereo unspecified)	1	18	2	0	x	1480	1	99	8	0.8	0.9
35	CCOC(=O)C1(CC2CCCCO2)CCN(Cc2ccccc2-c2ccco2)CC1 (stereo unspecified)	-6	-1	6	4	-1.3	1466	2	113	-13	1	1.1
36	CC(C(=O)O)N1C(=O)/C(=C/c2cccn2C)SC1=S (stereo unspecified)	-2	-13	4	0	x	1742	7	101	0	1.1	0.8
37	COc1cc(N=C2C(=O)N3CCCc4cccc2c43)cc(OC)c1	-10	3	5	2	-0.89	1533	-5	108	-11	1	0.9
38	CN1CCN(Cc2nc3c([nH]2)c(=O)[nH]c(=O)n3C)CC1	2	0	11	7	x	1691	11	101	2	1	1
39	O=C(O)CC1S/C(=N\N=C/c2ccccc2O)N(c2ccc(O)cc2)C1=O (stereo unspecified)	-5	4	-3	1	0.51	1476	-3	100	8	1	1
40	Cc1cccc(Nc2nc(-c3c(C)nc4ccccn34)cs2)c1	12	18	2	-3	-0.56	1291	2	56	58*	0.8	1.1
41	CCC1=NN2C(=N)/C(=C\c3cccn3-c3ccc(C)c(C)c3)C(=O)N=C2S1	17	-8	8	8	2.3	1602	14	98	8	1.1	1
42	COc1ccc(Cl)cc1C(=O)NCC(c1ccco1)N1CCCC1 (stereo unspecified)	1	14	-3	3	x	1652	4	117	-18	0.9	1
43	Cc1cc(NS(=O)(=O)c2ccc(Nc3nc(-c4ccc(C)c(C)c4)cs3)cc2)no1	-5	x	7	0	1.4	1708	21	95	4	0.3	1
44	C=CCn1cc(C(=O)NCCCOC)c(=O)c2cc(S(=O)(=O)N(CC)CC)ccc21	1	3	-5	3	x	1624	-3	96	14	1	1
45	C=CCn1c(=S)[nH]c2ccc(Br)cc2c1=O	-8	4	7	-1	x	1342	-1	109	-10	1	1
46	N#Cc1ccc(OCC(=O)OCC(=O)NCCC2=CCCCC2)cc1	-15	-11	1	-5	x	1560	-4	104	-5	1.1	0.9
47	COc1ccccc1OCCOCCOc1c(C)cc(C)cc1Br	9	9	5	6	x	1591	6	104	-6	0.9	1
48	COC(=O)c1ccc(NC(=O)c2cn(-c3ccccc3)nc2-c2ccncc2)cc1	2	10	7	6	x	1772	11	107	-2	0.9	1
